# High-throughput results deposited in PubChem BioAssay by Fisher Drug Discovery Resource Center.
# mcGAS MS inh = blocks mouse cGAS cGAMP production. hit rate 0.18% among 130,000. recombinant mouse cGAS, cGAMP by RapidFire MS. inhibition, % at 12.5 µM;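 active = inhibition of cGAS enzyme activity at or above 60%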;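 also: enzyme stimulated by 45 bp dsDNA with ATP and GTP substrates; cGAMP share of summed cGAMP plus half ATP and half GTP signals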
# Target sequence (Q8C6L5 whole entry, looked up): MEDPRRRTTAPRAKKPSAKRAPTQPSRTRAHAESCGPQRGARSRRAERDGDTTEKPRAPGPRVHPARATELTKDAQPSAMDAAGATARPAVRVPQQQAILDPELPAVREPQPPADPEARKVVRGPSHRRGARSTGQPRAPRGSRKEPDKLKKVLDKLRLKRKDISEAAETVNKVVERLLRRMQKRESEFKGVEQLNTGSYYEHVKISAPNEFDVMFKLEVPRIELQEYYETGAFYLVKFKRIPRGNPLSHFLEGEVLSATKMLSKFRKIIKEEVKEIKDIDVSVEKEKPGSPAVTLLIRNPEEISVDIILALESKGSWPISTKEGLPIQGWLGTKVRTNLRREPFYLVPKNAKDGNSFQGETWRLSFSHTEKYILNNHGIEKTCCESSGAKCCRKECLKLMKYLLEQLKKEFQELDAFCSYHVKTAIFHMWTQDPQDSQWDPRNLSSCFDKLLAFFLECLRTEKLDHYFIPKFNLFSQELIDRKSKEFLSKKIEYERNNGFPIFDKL
# Active calls of the source: *; & = joins results of further samples. The list is partial; rates above refer to the full screens.
Structure | mcGAS MS inh
Cc1ccn2cc(CNS(=O)(=O)c3ccc4c(c3)OCCO4)nc2c1 | -6.0
COc1cc(CN2CCN(Cc3ccc(CO)o3)CC2CCO)cc(OC)c1 (stereo unspecified) | -4.1
CN1CCCC2(CCN(C(=O)CCc3cc(Cl)no3)C2)C1=O (stereo unspecified) | -5.8
COc1ccc(CCCNC(=O)c2ccc(N3CCOCC3)nc2)cc1 | -6.0
CCC(=O)N(c1nnc(SCc2nn3c(=O)cc(C)nc3s2)s1)C1CC1 | -3.7
CC(C)c1cc(C(=O)NCCc2nnc3n2CCNCC3)on1 | -18.8
CCSc1nc(CC(=O)NCCc2n[nH]c3c2CCCC3)cs1 | -10.6
COC(=O)C1C(=N)OC2=C(C(=O)CC(C)(C)C2)C1c1cccs1 (stereo unspecified) | -4.5
COc1ccccc1C=C1Oc2cc(O)ccc2C1=O | -3.7
CCCCCC(=O)NC1=NCCS1 | -4.3
Cc1ccc(Oc2ccc(S(=O)(=O)N3CCOCC3)cn2)c([N+](=O)[O-])n1 | -8.8
Cc1cc(=O)oc2cc(CN3CCN(c4noc(C(C)C)n4)CC3)ccc12 | -7.6
COC(=O)c1c(C)[nH]c(-c2csc(N)n2)c1C | 9.3
COC(=O)CNC(=O)CCN(Cc1ccc(C)cc1)C1CC1 | -6.2
CNC(=O)[C@@H]1C[C@H](N)CN1C(=O)CCn1cnc2ccccc21 | -6.5
Cc1cc(N2C(=O)c3oc4ccc(Cl)cc4c(=O)c3C2c2cccc(F)c2)no1 (stereo unspecified) | -0.6
CC(C)N1CCNC(=O)C1CC(=O)NCCn1ccnc1 (stereo unspecified) | 2.8
CCOC(=O)CN1CCN(c2ccc(-c3ccccc3)cc2)C(=O)C1C (stereo unspecified) | -1.7
CCCn1c(=O)n(CC(=O)NC(C)CN2CCCCC2)c2ccccc21 (stereo unspecified) | 5.9
COc1ccc(CN2CCN(Cc3ccc(C#CC(C)(C)O)cc3)CC2CCO)c(C)c1C (stereo unspecified) | -2.9

# Already shown: 4 of the compounds above.
Structure | mcGAS MS inh
Cc1ccc(Oc2ccc(S(=O)(=O)N3CCOCC3)cn2)c([N+](=O)[O-])n1 | -8.8
Cc1cc(=O)oc2cc(CN3CCN(c4noc(C(C)C)n4)CC3)ccc12 | -7.6
COC(=O)c1c(C)[nH]c(-c2csc(N)n2)c1C | 9.3
COC(=O)CNC(=O)CCN(Cc1ccc(C)cc1)C1CC1 | -6.2

# (more compounds)
Structure | mcGAS MS inh
C=CCn1c(SCc2nc(N)nc(N3CCCCC3)n2)nnc1-c1ccco1 | -3.8
CN(C)C(C(=O)N1CC(c2cccnc2)C1)c1ccccc1F (stereo unspecified) | -9.5
CC(C)(C)c1nnc2sc(SCC(=O)NCc3ccco3)nn2c1=O | 16.1
CSc1nnc(/C=C/c2ccco2)c(=O)n1N | 1.5
CC(NC(=O)N1CCSCC1)c1nc(C(C)(C)C)cs1 (stereo unspecified) | -7.9
CCC(C)C1NC2(CCN(C(=O)C3CCCC3)CC2)N(CCOC)C1=O (stereo unspecified) | -13.9
CNc1cccc(-c2cc(OC)c(OC)c(OC)c2)n1 | -3.0
Cc1ccc(C)c(S(=O)(=O)N2CCCC(Cn3cc(CCO)nn3)C2)c1 (stereo unspecified) | 2.0
CC1(C)Cc2c(c(N3CCOCC3)nc3sc4c(ncn5cnnc45)c23)CO1 | -15.6
Clc1ccc(-n2cccc2CN2CCc3c([nH]c4ccccc34)C2c2ccccn2)nc1 (stereo unspecified) | 3.1
CN(C)CCCN=Cc1c(-c2ccccc2)[nH]n(-c2ccc([N+](=O)[O-])cc2)c1=O | -6.4
CC(C)C(=O)N1CCN(c2nc(-c3ccsc3)nc3ccccc23)CC1 | 0.9
Cc1cccc(S(=O)(=O)NC(=O)C2(C)CCN2C(=O)C/C=C/c2ccccc2)c1 (stereo unspecified) | -15.7
O=C1Oc2ccccc2C2(O)C3CCCC3C12 (stereo unspecified) | -3.3
CCN(Cc1noc(C)n1)Cc1cnc(-c2ccccc2C)s1 | -15.5
CCOC(=O)N1CCC(NC(=O)c2csc(-c3cc4ccccc4[nH]3)n2)CC1 | 1.5
CCOC(=O)C1CCCN(c2cn[nH]c(=O)c2Cl)C1 (stereo unspecified) | -4.8
CC(=O)[C@@H]1CCCC(=O)[C@@H]2CC[C@@H](C)[C@@H]12 | -24.8
O=C(CCC1CCN(C(=O)C2=CCCCC2)CC1)N1CCN(c2ccccc2)CC1 | -0.9
c1ccc2cc(OCCCn3c4ccccc4c4nc5ccccc5nc43)ccc2c1 | -7.6
COc1ccc2nc(Cn3cnc4ccc(F)cc4c3=O)[nH]c2c1 | -13.3
Cc1c(Br)c([N+](=O)[O-])nn1CC(=O)N1CCCCC1C (stereo unspecified) | -0.1
Cn1cccc1/C=C1\C(=O)NC(=O)c2ccccc21 | -5.8
Cn1ccnc1CN1CCN(c2ccc(-c3nc(C4CC4)no3)cn2)CC1 | -3.3
COc1ccc(Cc2nc3ccc(C(=O)NCCc4ccncc4)cc3o2)cc1OC | -12.0
O=C(NCC(O)COCC1CC1)c1cc(Cl)nc(N2CCCC2)c1 (stereo unspecified) | 3.4
CC1=CC(=O)C(N(C)C2CCS(=O)(=O)C2)=CC1=O (stereo unspecified) | -3.8
O=C(NCc1cccnc1N1CCc2ccccc2C1)c1cnn2cccnc12 | -27.8
CCOC(C)c1nc(CSc2nnnn2C2CCCC2)cs1 (stereo unspecified) | 1.5
Cc1nn(C)c(Cl)c1S(=O)(=O)NC(=O)C1(C)CCN1C(=O)Cc1ccccc1 (stereo unspecified) | -20.6
c1ccc(CCCCNc2nc(-c3ccncc3)nc3c2CNC3)cc1 | -24.5
O=S(=O)(/C=C/c1ccccc1)NC1CS(=O)(=O)c2ccccc21 (stereo unspecified) | -3.9
CCOc1ccc(C(=O)Nc2c(C)nc3ccccn3c2=O)cc1 | -9.2
CCCCn1c(N2CCN(CC(N)=O)CC2)nc2c1c(=O)[nH]c(=O)n2C | -2.9
CC(c1nc(C(C)(C)C)no1)S(=O)(=O)Cc1cn2cc(Br)ccc2n1 (stereo unspecified) | -10.4
Cc1ccc(CN(C)C(=O)c2cc(Br)c[nH]2)o1 | -2.1
CCCCCCCn1c(C)cn2c3c(=O)n(C)c(=O)n(C)c3nc12 | -2.4
CCCCCCC(C)=NNc1ccc([N+](=O)[O-])cc1 | -7.5
C=C1C=C(C)Nc2nnc(-c3n[nH]c(CCc4ccccc4)n3)n21 | 1.8
Cc1cccc(C(=O)N2CCCC2)c1NC(=O)N(C)C(C)c1ccccc1 (stereo unspecified) | -28.5

# Three entries from above in a different format.
> CCCCCCC(C)=NNc1ccc([N+](=O)[O-])cc1
  mcGAS MS inh: -7.5
> C=C1C=C(C)Nc2nnc(-c3n[nH]c(CCc4ccccc4)n3)n21
  mcGAS MS inh: 1.8
> Cc1cccc(C(=O)N2CCCC2)c1NC(=O)N(C)C(C)c1ccccc1 (stereo unspecified)
  mcGAS MS inh: -28.5

# New compounds follow:
Structure | mcGAS MS inh
CC(C)CN(Cc1cnn(C)c1)Cc1ccc(C2CCCO2)s1 (stereo unspecified) | 2.3
COc1ccc(NC(=O)N2CCc3c(cnn3-c3ccc(Cl)cc3Cl)C2)cc1 | -9.1
CCN(Cc1ccc(Cl)s1)C(=O)NC(c1ccc2c(c1)OCCO2)C(C)C (stereo unspecified) | 3.2
CC(=O)NN=C1CCCc2c(C)cc(C)cc21 | 23.5
Cc1ccc(Cl)c(Oc2cccc(Cl)c2C=O)c1 | -22.7
Cc1ncc(-c2c(-c3ccccc3)ncn2C)[nH]1 | -5.7
CC1CC(NC(=O)CCn2c(=O)oc3ccccc32)CC(C)(C)C1 (stereo unspecified) | -12.2
Cc1[nH]ncc1C(=O)N1CCC2(CCCN(Cc3ccccc3F)C2=O)C1 (stereo unspecified) | -10.6
Cc1nccc(-c2ccccc2)c1C(=O)NCC1(O)CCNC1 (stereo unspecified) | -11.0
CC(=O)Nc1ccc(CC(=O)N2CCN(c3ccc4ccccc4n3)CC2)cc1 | -0.2
O=C(Nc1nc(CCC(=O)N2CCCC2)cs1)NC1CCCCC1 | -5.3
O=C(N1CCc2onc(-c3ccccc3F)c2C1)C1(Cn2cccn2)CC1 | -11.5
CC(NC(=O)C1CCN(Cc2cccc(C(F)(F)F)c2)CC1)c1ccc(F)cc1 (stereo unspecified) | -2.7
Cc1ccc(Cl)c2sc(N(CCN3CCOCC3)C(=O)c3cccc(S(C)(=O)=O)c3)nc12 | -3.3
CCn1cc(CN2CCN(C(=O)c3ccc(OC)cc3)CC2)cn1 | -11.8
CC(C)(C)C1CCc2sc(-c3nnc(SCCO)o3)cc2C1 (stereo unspecified) | -45.0
Cc1cc(C)n(C2CCN(C(=O)c3cccc4ccnn34)C2)n1 (stereo unspecified) | -11.2
CCOC(=O)C1=C(C)NC2=C(C(=O)CCC2)C1c1ccccc1Br (stereo unspecified) | -2.2
Cc1c(C(=O)OC(C)C(=O)NC(C)(C#N)C(C)C)sc2cccc(F)c12 (stereo unspecified) | -6.3
Cc1ccc(NC(=O)CC(=O)N2CCCCCCCC2)c(C)c1 | -7.9

# Next part
SMILES	mcGAS MS inh
C=C(N/N=C1/NC(=O)CS1)c1ccccc1	-6.2
CCc1noc(C)c1C(=O)NCc1cccnc1-n1cnc2ccccc21	-27.5
O=S(=O)(Oc1ccccc1F)C1=Cc2ccccc2CC1	-60.0
O=C(NCc1ccccc1Cn1cccn1)C1CCC(=O)N(Cc2ccccn2)C1 (stereo unspecified)	0.7
Cc1ccc(-c2noc(CN3CCN(C(=O)C(C)C)CC3)n2)cc1	-8.0
CCCn1cc(C(=O)N2CC(Oc3ccccc3OC)C2)c(C)n1	-4.0
O=C1CC(C(=O)N2CCCC2c2ccsc2)CN1C1CCS(=O)(=O)C1 (stereo unspecified)	1.8
CC1CCCCC1NC(=O)Cn1ncc2ccccc2c1=O (stereo unspecified)	-10.5
COc1ccc(OC)c(-c2n(C)c3ccccc3[n+]2C)c1	46.1
Cc1ccccc1N1CCN(c2ncnc3sc4c(c23)CC(C)CC4)CC1 (stereo unspecified)	-3.3
Cn1cnc([N+](=O)[O-])c1N1CCN(c2ccccc2O)CC1	1.8
COc1ccc(NC(=O)c2sc(=O)n(Cc3ccccc3OC(C)=O)c2C)cc1	-7.2
CC(C(=O)NS(=O)(=O)CC(C)(C)C)c1ccc(F)cc1F (stereo unspecified)	0.8
CC(C)c1nnc2c3ccccc3nc(N3CCCN(C(=O)c4ccc(F)cc4F)CC3)n12	-10.6
CS(=O)(=O)N1CCN(C(=O)CCC2NC(=O)c3ccccc3NC2=O)CC1 (stereo unspecified)	-5.4
Cc1ccc(-c2ccnc(NC(C)Cc3ncccc3C)n2)c(C)n1 (stereo unspecified)	-7.2
Cc1cc(C)cc(CCC(=O)N2[C@@H]3CC[C@H]2CC(O)C3)c1 (stereo partly specified)	5.5
C(=C1CCC=C1N1CCOCC1)c1nc2ccccc2[nH]1	77.4*
CC[n+]1ccn(-c2nc3ccccc3nc2NS(=O)(=O)c2ccc(C)cc2)c1	33.1
N[C@H](CSC(c1ccccc1)(c1ccccc1)c1ccccc1)C(=O)O	-18.1
CCc1noc(CC)c1CC(=O)OC1CCCCC1	-0.9
CC1ON=C(c2ccc(N(C)C)cc2)NC1=O (stereo unspecified)	-5.5
Cc1nc(SC(C)c2ccc3ccccc3c2)n[nH]1 (stereo unspecified)	4.4
COC(=O)c1c(N)sc(C)c1-c1cccc(Cl)c1	-2.4
CCOCCCNC(=O)c1c(C(F)(F)F)nn(C2CCCN(C)C2)c1C (stereo unspecified)	-6.0
COCCNC(=O)Cn1c(CO)cnc1SCC(=O)Nc1ccccc1C(F)(F)F	-4.6
CCOC(=O)c1nn(-c2ccc(C)cc2)c(=O)cc1N1CCN(C(=O)c2ccco2)CC1	-15.0
CCn1c(C2CCN(c3ccc(-c4nc(C)no4)cn3)CC2)nn(C)c1=O	-21.2
Cc1ccc(C)c(Nc2nc(-c3ccc([N+](=O)[O-])cc3)cs2)c1	-28.1
O=S(=O)(Nc1ccc(F)cc1F)c1ccc(Cl)cc1F	0.8
O=C(c1ccccc1F)N1CCc2cc(S(=O)(=O)N3CCCCC3)ccc21	2.3
CS(=O)(=O)Nc1cccc(C(=O)N2CCCC2c2ccc(F)cc2)c1 (stereo unspecified)	-0.8
CN(C)S(=O)(=O)c1ccc(=O)n(CC(=O)N(C2CCCC2)C2CCS(=O)(=O)C2)c1 (stereo unspecified)	-10.8
C[C@@H]1CN(C(=O)c2ccc3oc(Cc4ccc(Cl)cc4)nc3c2)C[C@H](C)O1	-14.5
O=C(c1ccc(F)cc1)N1CCCC(OCc2ccc(Br)cc2)C1 (stereo unspecified)	-1.6
Cc1ccc(CCNC(=O)C2CCCN2C(=O)C2CCCCC2)cc1 (stereo unspecified)	-23.9
O=C(CCS(=O)(=O)C1CCCC1)Nc1cccc(OCc2ccncc2)c1	-23.2
O=C(c1cnn(Cc2ccccc2)c1)N1CCCC(c2ccn[nH]2)C1 (stereo unspecified)	-10.1
COCCCn1ccc2nc3ccn(-n4c(C)nnc4C)c(=O)c3cc2c1=O	-10.4
Cc1cc(C(F)(F)F)nn1Cc1ccc(C(=O)O)cc1	-4.1
Cc1cc(C)c(S(=O)(=O)N2CCN(CC(=O)N3CCOC3=O)CC2)c(C)c1	-2.2
CCCCC1C(=O)NCCN1C(=O)c1oc2c(Cl)cccc2c1C (stereo unspecified)	-12.1&-5.6
CCN(CC)S(=O)(=O)c1cc(OC)c(Br)cc1OC	-6.3
Cc1ccc(CNC(=O)C(C)(C)C#N)c(OC2CCOC2)c1 (stereo unspecified)	-10.8&-3.9
CCCOc1ccccc1NC(=O)c1sc(-c2ccccn2)nc1C	9.9
O=C(Cn1cnc2c(nnn2Cc2ccc(Cl)cc2)c1=O)N1CCCC1	8.0
Cc1cc(C)c(C#N)c(SCc2cc(C)on2)n1	0.7
CN(CCc1cnn(C)c1)C(=O)c1cn(CC2COc3ccccc3O2)nn1 (stereo unspecified)	-7.7
Cc1cc2c(=O)n(C)c(SCC(=O)Nc3ccc(O)cc3)nc2s1	-0.5
CCC(CC)NC(=O)Nc1ccc2[nH]c(=O)sc2c1	-6.7
